TRPC6 activator: activates the mouse TRPC6 cation channel | Q61143 | HEK293-TRPC6 membrane potential dye fluorescence; active compounds read high | B-score at 10 µM | hit rate 0.13% among 310,000 | AID 2550;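 active = B-score of the integrated fluorescence ratio above library mean plus 3 SD, and starting fluorescence ratio within library mean plus 5 SD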;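 note: higher score means more depolarization so channel activation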
TRPC4 agonist: TRPC4 (mouse) channel activation; hit rate 0.49% among 310,000; Q9QUQ5; HEK293 TRPC4beta/mu-opioid, Fluo4 calcium fluorescence; active compounds read high; AID 2237; B-score at 10 µM;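 active = B-score above 5 SD of library B-scores, and initial fluorescence ratio not above library mean plus 5 SD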;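 note: positive B-score marks a calcium rise read as TRPC4 activation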
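Material: HEK293 stable line with TRPC4beta plus mu-opioid receptor; technique: Fluo4 calcium-sensitive dye fluorescence, kinetic, 1 Hz baseline; timing: Fluo4 dye loading 45 min at room temperature, 110 s recording; controls: assay buffer as low control, maximal DAMGO as high control; read-out: integrated baseline-normalised fluorescence ratio, converted to per-well B score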
MrgX1 agonist: human MrgX1 receptor agonism, primary screen. MrgX1-HEK293 cells, Fluo-4 calcium fluorescence, agonist mode; active compounds read high. B-score at 10 µM. hit rate 0.44% among 310,000;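 active = calcium response B-score plate-corrected fluorescence ratio at least 3 library SD, with starting fluorescence B-score inside 5 SD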
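System: HEK293 cells stably expressing human MrgX1 receptor; Dosing: test compound in the initial addition of three; Schedule: overnight plating, then 30 min 37 °C plus 30 min room-temperature dye loading; Detection: kinetic calcium dye fluorescence, Fluo-4 NW; Controls: per-plate positive and negative controls for Z′ factor.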
MrgX1 allo act: human MrgX1 positive allosteric modulation, primary screen | MrgX1-HEK293, Fluo-4 calcium flux, FDSS; active compounds read high | B-score at 10 µM | hit rate 0.63% among 310,000;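 active = plate-corrected calcium response at least 3 library SD above typical, normal starting fluorescence, not activating the receptor alone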;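 note: compound read alongside a low EC10 to EC30 dose of BAM8-22 agonist; peak minus trough fluorescence over baseline measured at the second addition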
TRPC6 inh: mouse TRPC6 channel inhibition; Q61143; HEK293-TRPC6, membrane potential dye, ACh-evoked depolarization; active compounds read low; B-score at 10 µM; hit rate 1.1% among 310,000;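 active = B-score under library mean minus 3 SD, initial fluorescence not abnormally high, positive integrated signal ratio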;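 note: B-score derived from integrated fluorescence ratio over the kinetic read; more negative B-score means stronger inhibition of depolarization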
ANO1 activ: activators or potentiators of mouse TMEM16A chloride channel; hit rate 0.3% among 340,000; Q8BHY3; B-score at 10 µM; HEK293 TMEM16A/YFP-H148Q/I152L, iodide quench fluorescence; active compounds read low;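 active = fluorescence-ratio B-score plate-corrected deviation score at least 3 library SD below zero, with starting fluorescence score within 5 deviations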;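 note: channel opened by trigger with iodide after compound preincubation; score built on the fluorescence ratio of max minus min over baseline; more negative score means more quench and so TMEM16A activation or potentiation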
Target sequence (Q8BHY3 whole entry, looked up): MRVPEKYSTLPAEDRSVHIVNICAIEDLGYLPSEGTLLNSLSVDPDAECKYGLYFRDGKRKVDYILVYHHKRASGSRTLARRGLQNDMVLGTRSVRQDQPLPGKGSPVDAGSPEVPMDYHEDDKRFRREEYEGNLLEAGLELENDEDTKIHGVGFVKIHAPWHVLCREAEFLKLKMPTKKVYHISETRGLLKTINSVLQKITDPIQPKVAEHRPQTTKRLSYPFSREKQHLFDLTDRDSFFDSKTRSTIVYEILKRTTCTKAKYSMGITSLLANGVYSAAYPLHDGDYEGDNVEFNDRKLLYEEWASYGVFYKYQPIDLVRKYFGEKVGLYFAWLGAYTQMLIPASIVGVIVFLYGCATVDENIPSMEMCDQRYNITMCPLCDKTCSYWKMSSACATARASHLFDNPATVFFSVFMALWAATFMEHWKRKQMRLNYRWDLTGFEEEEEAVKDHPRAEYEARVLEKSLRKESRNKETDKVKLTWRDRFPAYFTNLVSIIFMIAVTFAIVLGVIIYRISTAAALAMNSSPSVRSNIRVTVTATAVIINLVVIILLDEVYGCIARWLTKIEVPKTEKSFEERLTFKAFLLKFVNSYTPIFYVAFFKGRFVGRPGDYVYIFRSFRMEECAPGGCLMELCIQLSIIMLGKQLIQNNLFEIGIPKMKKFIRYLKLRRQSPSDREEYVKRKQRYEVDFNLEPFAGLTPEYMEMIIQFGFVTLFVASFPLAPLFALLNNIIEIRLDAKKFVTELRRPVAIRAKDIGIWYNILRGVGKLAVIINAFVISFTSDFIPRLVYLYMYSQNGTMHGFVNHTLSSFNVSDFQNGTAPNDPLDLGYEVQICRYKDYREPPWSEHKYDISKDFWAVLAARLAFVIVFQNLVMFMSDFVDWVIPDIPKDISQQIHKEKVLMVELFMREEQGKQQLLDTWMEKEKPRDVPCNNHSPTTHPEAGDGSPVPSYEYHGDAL
SKKanGAS inh: SKKanGAS growth inhibition | AID 1662 | inhibition, % at 7.5 µM | hit rate 1.3% among 300,000 | S. pyogenes SKKanGAS, kanamycin growth, BacTiter-Glo, 6 h;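 active = mean replicate score, as percent of positive control median, at least 50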;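 note: strain carries kanamycin resistance gene driven by streptokinase promoter and grows in 40 µg/ml kanamycin; loss of luminescence reflects streptokinase promoter inhibition or plain growth inhibition; 0% = median of DMSO wells and 100% = positive control at its reference dose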
TRPC4 PAM: allosterically enhances the mouse TRPC4 cation channel | Q9QUQ5 | HEK293 TRPC4beta/mu-opioid, DAMGO EC20, Fluo-4 Ca2+ flux; active compounds read high | B-score at 10 µM | hit rate 0.42% among 310,000;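 active = B-score of calcium response area above 5 SD of library B-scores, with initial fluorescence ratio within 5 SD of library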;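 note: B-score of integrated fluorescence ratio over time as area under calcium response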
TRPC4 block: blocks the mouse TRPC4 cation channel. hit rate 0.39% among 300,000. HEK293 TRPC4beta/mu-opioid, DAMGO-evoked Fluo4 calcium flux; active compounds read low. B-score at 10 µM;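 active = B-score over 3 SD under the library average, no early fluorescence shift, positive overall ratio signal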
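Assay system: TRPC4beta/mu-opioid receptor HEK293 cell line; compound dosing: single concentration per test compound; detection: Fluo4 Ca2+ flux fluorescence; evaluation: per-well B score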
TMEM16A inh: mouse TMEM16A channel inhibition, primary screen. hit rate 1.2% among 310,000. normalized B-score (activity score, 25-100; higher = stronger inhibition) at 10 µM. AID 588511. Q8BHY3. HEK293 TMEM16A/YFP iodide influx fluorescence, ionomycin;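 active = ratio plate-corrected score three or more library SD toward inhibition, starting fluorescence score within five deviations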;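 note: score derived from kinetic fluorescence span divided by baseline fluorescence per well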
MrgX1 antagonist: human MrgX1 receptor antagonism, primary screen | AID 588676 | Q96LB2 | MRGX1-HEK293 calcium flux, Fluo-4, BAM8-22 antagonism; active compounds read low | hit rate 1.3% among 310,000 | B-score at 10 µM;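 active = calcium-response B-score plate-corrected more than 3 library SD below zero, starting fluorescence within 5 deviations, no agonist response on first addition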;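 note: peak minus trough fluorescence over baseline after final BAM8-22 challenge near maximal dose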
* = called active by the depositor; i = inactive; . = no result given.

compound	TRPC6 activator	TRPC4 agonist	MrgX1 agonist	MrgX1 allo act	TRPC6 inh	ANO1 activ	SKKanGAS inh	TRPC4 PAM	TRPC4 block	TMEM16A inh	MrgX1 antagonist
CC1=[N+]([O-])C(N2CCOCC2)C(O)(c2ccccc2)C1 (configuration not stated)	i	i	i	i	i	i	5	i	i	i	i
CCOc1ccccc1C(=O)N[C@H](C(=O)Nc1cc(S(=O)(=O)N(C)C)ccc1OC)C(C)C	i	i	i	i	i	i	-5	i	i	i	i
NNC(=O)c1ccc(N2CCc3ccccc32)c([N+](=O)[O-])c1	i	i	i	i	i	i	14	i	i	i	i
Cc1c(N=C2C(=O)Nc3ccccc32)c(=O)n(-c2ccccc2)n1C	i	i	i	i	i	i	-2	i	i	i	i
COC(=O)c1nc2n(n1)C(c1ccc(OC)c(OC)c1OC)C1=C(CCCC1=O)N2 (configuration not stated)	i	i	i	i	i	i	-13	i	i	i	i
CCc1cccc(NC(=O)Cn2ncn3c(cc4ccccc43)c2=O)c1	i	i	i	i	i	i	-6	i	i	i	i
Cc1ccc(N(C(=O)C2COc3ccccc3O2)C(C(=O)NC2CCCCC2)c2cn(C)nc2C)cc1 (configuration not stated)	i	i	i	i	i	.	1	i	i	i	i
CC1(C)CC(=O)C2=C(C1)N(c1ccc(F)cc1)C(=O)CC2c1cccnc1 (configuration not stated)	i	i	i	i	i	i	-6	i	i	i	i
CCCc1nnc(NC(=O)CN2CCOCC2)s1	i	i	i	i	i	i	-9	i	i	i	i
CCC(=O)c1cc(F)c(N2CCN(C(=O)Cc3ccccc3)CC2)cc1C	i	i	i	i	i	i	-1	i	i	i	i
CCOC(=O)c1ccc(NC(=O)c2nc[nH]c2C(=O)N(CC)CC)cc1	i	i	i	i	i	i	-1	i	i	i	i
O=C(NCc1ccco1)c1ccccc1O	i	i	i	i	i	i	1	i	i	i	i
CCN(CC(=O)NCc1cccs1)C(=O)c1cc(S(=O)(=O)NCc2ccccc2)ccc1C	i	i	i	i	i	i	-2	i	i	i	i
COc1ccc(C(=O)NC(C)CCc2ccccc2)cc1 (configuration not stated)	i	i	i	i	i	i	-6	i	i	i	i
CCOC(=O)C1CCN(C(=O)CSCCSCC(=O)N2CCC(C(=O)OCC)CC2)CC1	i	i	i	i	i	i	-6	i	i	i	i
Cn1cccc1/C=C(/C#N)c1ccc(F)cc1	i	i	i	i	i	i	-5	i	i	i	i
CCC(=O)NNc1nc2c(C)cc(C)cc2s1	i	i	i	i	i	i	-7	i	i	i	i
COc1ccc(CC(=O)NC2CC(C)(C)NC(C)(C)C2)cc1OC	i	i	i	i	i	i	0	i	i	i	i
O=S(=O)(Oc1ccc(Cl)cc1)c1cccc2cccnc12	i	i	i	i	i	i	-13	i	i	i	i
Cc1cccc(OCC(=O)NCC(=O)N/N=C/c2cccnc2)c1	i	i	i	i	i	i	-15	i	i	i	i
CC(c1ccccc1)n1cc(C(=O)NCc2ccncc2)nn1 (configuration not stated)	i	i	i	i	i	i	-3	i	i	i	i
COc1cn(-c2ccccc2)nc1C(=O)NCc1ccc(C)cc1	i	i	i	i	i	i	0	i	i	i	i
COc1ccc(OCC(=O)Nc2ccccc2C(=O)N2CCCC2)cc1	i	i	i	i	i	i	-1	i	i	i	i
C=C(C)Cn1c(-c2cccs2)n[nH]c1=S	i	i	i	i	i	i	1	i	i	i	i
O=C(Cc1cccs1)N/N=C\c1ccc([N+](=O)[O-])s1	i	i	i	i	i	i	-1	i	i	i	i
O=C(Nn1c(-c2ccccc2)nc2ccccc2c1=O)c1cccs1	i	i	i	i	i	i	-8	i	i	i	i
CCOC(=O)c1nn(-c2ccccc2)c2nc(Nc3ccccc3)cc(=O)n12	i	i	i	i	i	i	1	i	i	i	i
CS(=O)(=O)N(CC(=O)N1CCCCC1)Cc1ccc(Cl)cc1	i	i	i	i	i	i	3	i	i	i	i
COCCNC(=O)COC(=O)/C=C/c1c(C)nn(Cc2ccc(Cl)cc2Cl)c1Cl	i	i	i	i	i	i	1	i	i	i	i
COC(=O)c1sccc1NC(=S)Nc1ccc(C)cc1	i	i	i	i	i	i	9	i	i	i	i
Cc1nc(NC(=O)CN2CCC(O)(c3ccc(F)cc3)CC2)sc1C	i	i	i	i	i	i	8	i	i	i	i
NCc1cccc(-n2cccn2)c1	i	i	i	i	i	i	6	i	i	i	i
O=C(CSc1nc2ccccc2c(=O)[nH]1)c1cccs1	i	i	i	i	i	i	-1	i	i	i	i
COc1ccc(CNC(=O)COC(=O)CN2C(=O)C(C)Oc3ccc(C)cc32)cc1 (configuration not stated)	i	i	i	i	i	i	3	i	i	i	i
CN(CC(=O)NCCC1=CCCCC1)S(=O)(=O)c1ccc2c(c1)c(=O)n(C)c(=O)n2C	.	.	i	i	.	i	.	.	.	i	i
CCN(CC)CC(=O)NN=C(c1ccccc1)c1ccccc1	i	i	i	i	i	i	-5	i	i	i	i
CSc1nc(C)cc(OCCNS(=O)(=O)c2ccc(C)cc2)n1	i	i	i	i	i	i	-2	i	i	i	i
O=C(CN1CCCc2ccccc21)N1CCc2ccccc21	i	i	i	i	i	i	5	i	i	i	i
O=c1c2ccccc2nc(SCCN2CCOCC2)n1CCc1ccccc1	i	i	i	i	i	i	-1	i	i	i	i
Cc1ccc2c(c1)c(-c1ccccc1)nc1nncn12	i	i	i	i	i	i	-1	i	i	i	i
CC/C(O)=C(\C#N)c1nnc2n1CCCCC2	i	i	i	i	i	i	-2	i	i	i	i
COc1ccc2oc(C(=O)Nc3nc4ccc(S(C)(=O)=O)cc4s3)c(C)c2c1	i	i	i	i	i	i	14	i	i	i	i
CCOC(=O)c1sc(NC(=O)Cc2ccc(F)cc2)nc1C	i	i	i	i	i	i	-1	i	i	i	i
O=C(c1cc(F)ccc1F)C1CCCN(C(=O)CSc2ccccn2)C1 (configuration not stated)	i	i	i	i	i	i	0	i	i	i	i
O=C(Nc1ccc(O)c2c(=O)cc(-c3ccccc3Cl)oc12)c1ccc(F)cc1	i	i	.	.	i	i	-3	i	i	.	.
CC(=O)N1CCN(S(=O)(=O)c2ccc(F)c(Cl)c2)CC1	i	i	i	i	i	i	-4	i	i	i	i
COCCNC(=S)N1CCc2cc(OC)c(OC)cc2C1COc1cc(C)cc(C)c1 (configuration not stated)	i	i	i	i	i	i	8	i	i	i	i
Cc1nc2nc(COc3ccccc3)[nH]n2c(=O)c1Cc1ccccc1	i	i	i	i	i	i	9	i	i	i	i
CCOC(=O)c1c(-c2ccccc2)oc2ccc(OC(C)=O)cc12	i	i	i	i	i	i	-19	i	i	i	i
COC(=O)c1c(NC(=O)Cc2cccs2)sc(C)c1C	i	i	i	i	i	i	1	i	i	i	i
CCc1ccc(OCC(=O)Nc2ccc3c(c2)COC3=O)cc1	i	i	i	i	i	i	10	i	i	i	i
COCCOc1ccc(C(F)(F)F)cc1NC(=O)CN1C(=O)NC2(CCc3ccccc32)C1=O (configuration not stated)	i	i	i	i	i	i	-11	i	i	i	i
COc1ccc2oc3ccc(OC)cc3c(=O)c2c1	i	i	i	i	i	i	13	i	i	i	i
COc1ccccc1-c1nc(C#N)c(NCc2ccc(F)cc2)o1	i	i	i	i	i	i	3	i	i	i	i
COc1ccc(C2Nc3ccccc3C(=O)N2NS(C)(=O)=O)c(OC)c1 (configuration not stated)	i	i	i	i	i	i	0	i	i	i	i
Cc1ccc2nc3sc(C(=O)N4CCOCC4)c(N)c3cc2c1	i	i	i	i	i	i	-22	i	i	i	i
O=C(c1ccccc1F)c1cc2c(cc1[N+](=O)[O-])OCCO2	i	i	i	i	i	i	2	i	i	i	i
COc1ccc(-c2csc(-c3cccnc3)n2)cc1C	i	i	i	i	i	i	-19	i	i	i	i
COc1ccc(C(=O)NC(=S)NNC(=O)Cc2cccs2)cc1	i	49*	55*	i	i	i	18	i	i	i	i
CSc1nncc(/C(C)=N\Nc2ccccc2C)n1	i	i	i	i	i	i	-2	i	i	i	i

The list goes on:
compound	TRPC6 activator	TRPC4 agonist	MrgX1 agonist	MrgX1 allo act	TRPC6 inh	ANO1 activ	SKKanGAS inh	TRPC4 PAM	TRPC4 block	TMEM16A inh	MrgX1 antagonist
CCN1CCN(Cc2ccc(NC(=O)c3cc(NC(=O)c4cc(C)on4)cc(OC)c3)cc2C(F)(F)F)CC1	i	i	i	i	i	i	1	i	i	i	i
CCN(CC)CCCNc1ncnc2ccccc12	i	i	i	i	i	i	0	i	i	i	i
COc1ccc([N+](=O)[O-])cc1NCC(=O)c1ccc(C)cc1	i	i	i	i	i	i	1	i	i	i	i
Cc1ccc(-c2nc(C(=O)NC3CCCCCC3)no2)cc1	i	i	i	i	i	i	-12	i	i	i	i
O=C(NCCCN1CCOCC1)C(=O)NCC1OCCN1S(=O)(=O)c1cc(F)ccc1F (configuration not stated)	i	i	i	i	i	i	36	i	i	i	i
CCOc1ccc(CCNC(=O)c2nnc(Cc3ccc(F)cc3)o2)cc1OCC	i	i	i	i	i	i	-1	i	i	i	i
COc1ccc(S(=O)(=O)N2CCOCC2)cc1NC(=O)COC(=O)C1=COCCO1	i	i	i	i	i	i	1	i	i	i	i
O=C(COc1ccc(Cl)cc1)NCc1nnc2c3ccccc3c(-c3ccccc3)nn12	i	i	i	i	i	i	10	i	i	i	i
Cc1ccc(C)c(N2CCN(S(=O)(=O)c3cc4c(cc3C)NC(=O)CO4)CC2)c1	i	i	i	i	i	i	14	i	i	i	i
COc1ccccc1NC(=S)NCCC(c1ccccc1)c1ccccc1	i	i	i	i	i	i	.	i	i	i	i
COc1ccc(NC(=O)Nc2nnc(-c3ccccc3SCc3ccccc3)s2)cc1	i	i	i	i	i	i	3	i	i	i	i

Bioassay records as filed in PubChem.
